Compound activity as filed in PubChem.
Mtb BioA inh: M. tuberculosis BioA enzyme inhibitors, primary screen, biochemical, plate reader, single point, HTS | hit rate 0.096% among 360,000 | inhibition, % at 9.99 µM | 7,8-diaminopelargonic acid synthase BioA (Mycobacterium tuberculosis) | purified M. tuberculosis BioA enzyme | AID 602481, 2012; in the data active = inhibition above about 40%
3CLpro inhibitor: SARS-CoV 3CLpro protease inhibitors, primary screen, biochemical, quenched FRET; recombinant SARS-CoV 3CLpro, quenched FRET peptide cleavage; inhibition, % at 6 µM; hit rate 0.14% among 290,000; AID 1706, 2009; in the data active = inhibition above about 12%
Mtb UGM inh: M. tuberculosis UGM enzyme inhibitors, primary screen, biochemical, fluorescence polarization, single point; UDP-galactopyranose mutase (Mycobacterium tuberculosis (strain ATCC 25618 / H37Rv)), …; purified UGM, fluorescence polarization probe displacement; inhibition, % at 10 µM; hit rate 0.06% among 320,000; in the data active = inhibition above about 10%, passing the limit was not always enough
FBA Mtb inh: Mtb FBA enzyme inhibitors, primary screen, biochemical, fluorescence, strain H37Rv. purified M. tuberculosis FBA, fluorescence read-out. hit rate 2.3% among 360,000. Fructose-bisphosphate aldolase (Mycobacterium tuberculosis (strain ATCC 25618 / H37Rv)), …. AID 588726, 2011. inhibition, % at 1 µM; in the data active = inhibition above about 27%;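 note: 0% = vehicle and 100% = reference inhibitor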
GDH-TPI counter: GDH-TPI coupling enzyme inhibitors, primary screen, artefact control for M. tuberculosis FBA inhibitor project, biochemical, absorbance, full deck; GDH-TPI coupled enzyme counterscreen, NADH absorbance; inhibition, % at 4.8 µM; hit rate 1.2% among 360,000; in the data active = inhibition above about 30%;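 note: 0% = DMSO wells and 100% = wells lacking the enzyme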
MazF activator: activators of E. coli MazEF toxin-antitoxin RNase, primary screen, biochemical, fluorescence, uHTS; hit rate 0.32% among 350,000; FAM/BHQ RNA-DNA oligo cleavage fluorescence, 5 h; AID 504720, 2011; Endoribonuclease toxin MazF (Escherichia coli (strain K12)), P0AE70; activation, % at 20 µM; in the data active = activation above about 50%
Target sequence (P0AE70 whole entry, looked up): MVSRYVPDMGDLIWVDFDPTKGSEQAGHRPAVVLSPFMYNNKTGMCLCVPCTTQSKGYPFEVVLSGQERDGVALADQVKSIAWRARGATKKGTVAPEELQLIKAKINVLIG
Rv3671c inh: Rv3671c serine protease inhibitors, primary screen, biochemical, fluorescence polarization, M. tuberculosis H37Rv; P9WHR9; inhibition, % at 5.96 µM; hit rate 0.048% among 320,000; in the data active = inhibition above about 38%;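 note: extracellular domain of Rv3671c used as enzyme; 0% = enzyme with DMSO and 100% = no enzyme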
Target sequence (P9WHR9 whole entry, looked up, the tested form may be a part): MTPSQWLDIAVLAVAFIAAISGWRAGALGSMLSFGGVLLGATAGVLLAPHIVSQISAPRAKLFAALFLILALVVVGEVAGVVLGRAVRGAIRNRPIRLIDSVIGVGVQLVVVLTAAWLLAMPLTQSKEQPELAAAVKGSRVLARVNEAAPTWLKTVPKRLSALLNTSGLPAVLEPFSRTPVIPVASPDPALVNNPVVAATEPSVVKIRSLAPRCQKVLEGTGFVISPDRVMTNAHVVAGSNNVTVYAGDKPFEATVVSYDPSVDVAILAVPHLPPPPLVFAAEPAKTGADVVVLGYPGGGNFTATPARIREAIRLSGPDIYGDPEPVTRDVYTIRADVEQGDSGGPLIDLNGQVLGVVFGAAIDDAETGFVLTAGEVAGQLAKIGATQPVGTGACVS
DUSP3 inh: VHR1 phosphatase inhibitors, primary screen, biochemical, absorbance, uHTS; recombinant VHR phosphatase, pNPP absorbance; inhibition, % at 13.3 µM; hit rate 0.52% among 290,000; AID 1654, 2009; in the data active = inhibition above about 50%; note: some compounds called inactive have numbers as strong as hits
Target sequence (P51452 whole entry, looked up): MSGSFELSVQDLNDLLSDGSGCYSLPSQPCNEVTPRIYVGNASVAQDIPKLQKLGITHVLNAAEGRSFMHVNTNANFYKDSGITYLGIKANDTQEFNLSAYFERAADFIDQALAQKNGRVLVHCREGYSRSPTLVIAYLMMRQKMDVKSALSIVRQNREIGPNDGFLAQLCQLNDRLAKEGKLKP
BH1578 lux ind: inducers of Vibrio cholerae quorum light production without autoinducers, primary screen, BH1578 luxS cqsA deficient, single point; V. cholerae BH1578 lux reporter, luminescence, 6 h; activation, % at 18.7 µM; hit rate 0.16% among 350,000; AID 588436, 2011; in the data active = activation mostly above about 9.7%, no sharp cut-off; note: not every result past the cut was called active; inactives centre near 0; reference of the scale not given here
PriA SSB inh: inhibitors of Klebsiella pneumoniae PriA binding to SSB C-terminal tail, primary screen, biochemical, AlphaScreen. PriA–SSB C-terminal tail interaction (Klebsiella pneumoniae). AlphaScreen SSBct-PriA binding, biotinylated peptide. inhibition, % at 33 µM. hit rate 0.6% among 430,000. AID 1272365, 2023; in the data active = inhibition mostly above about 37%, no sharp cut-off; inactive = mostly below about 20%;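 note: plate controls were negative control peptide for no effect and reference peptide for full effect; strong numbers were not always called active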
Starred values were filed as active, the others as inactive; i = inactive; . = not tested or not shown.

The first two compounds, to show the layout:
SMILES	Mtb BioA inh	3CLpro inhibitor	Mtb UGM inh	FBA Mtb inh	GDH-TPI counter	MazF activator	Rv3671c inh	DUSP3 inh	BH1578 lux ind	PriA SSB inh
CCOC(=O)N1CCN(Cc2nc3cc(NC(=O)C(C)C)ccc3n2C)CC1	-0.6	1	-0.4	4	5	0	3	-38	1.7	1
NNC(=S)NC1CCCCCCCCCCC1	.	-3	1.2	0	-3	1	-6	18	-0.4	-2

This part in full (from the top)
SMILES	Mtb BioA inh	3CLpro inhibitor	Mtb UGM inh	FBA Mtb inh	GDH-TPI counter	MazF activator	Rv3671c inh	DUSP3 inh	BH1578 lux ind	PriA SSB inh
CCOC(=O)N1CCN(Cc2nc3cc(NC(=O)C(C)C)ccc3n2C)CC1	-0.6	1	-0.4	4	5	0	3	-38	1.7	1
NNC(=S)NC1CCCCCCCCCCC1	.	-3	1.2	0	-3	1	-6	18	-0.4	-2
COCCCNC(=O)C1Cc2cc(S(=O)(=O)N3CCCC3)ccc2N1C(C)=O (centres undefined)	-0.6	-2	-1.6	0	-6	5	-7	14	-0.4	7
Fc1ccc(C2=Nn3c(Cc4ccccc4F)nnc3SC2)cc1	-2.2	-1	-0.2	-1	11	6	7	24	-0.1	-17
Nc1ccc(CN2CCOCC2)cc1	.	0	-4.1	0	3	5	-11	44	-0.6	-2
Cn1c(SCC(=O)N/N=C/c2ccc(O)c(O)c2)nc2ccccc21	.	-5	-0.7	0	13	-6	-2	25	i	.
CN(CC(=O)Nc1c(Cl)cccc1Cl)C(=O)c1cccn1C	-0.4	-7	-0.3	-1	4	5	-8	5	-0.5	1
CC1CC1C(=O)OCC(=O)N(C)c1c(N)n(Cc2ccccc2)c(=O)[nH]c1=O (centres undefined)	0.9	.	-2.9	1	-8	4	1	.	-0.9	-7
CC(=O)Nc1sc2c(c1C#N)CCC2	-0.2	-4	2.1	0	6	11	-11	-2	-0.4	-7
CN(CC(=O)Nc1c(Cl)cccc1Cl)C(=O)c1ccc(-n2cncn2)c([N+](=O)[O-])c1	.	.	-2.1	3	4	5	-1	.	i	-9
O=C(NC1CC1)c1cc(-c2ccc(Br)cc2)nc2ccccc12	-1.4	.	1.5	0	2	-14	-11	.	0.3	-5
COC(=O)c1c(NC(NC(=O)C(C)(C)C)C(Cl)(Cl)Cl)sc2c1CCC2 (centres undefined)	-1.5	-2	0.8	1	15	1	-3	27	-13	-2
Cc1c(C(=O)/C=C/c2ccccc2F)c2cc(O)ccc2n1C	-0.5	.	.	-1	12	5	.	.	i	.
Cc1ccc(OCCN(C)C(=O)CC2C(=O)NCCN2CC(C)(C)C)cc1 (centres undefined)	1.0	6	-1.9	-1	-5	-1	-5	20	-0.4	10
c1ccc2nc(SCc3cn4ccccc4n3)cnc2c1	4.5	-4	5.0	1	12	-3	3	26	-0.5	-1

Individual results from the results shown.
`CC(=O)Nc1sc2c(c1C#N)CCC2` – PriA SSB inh: -7
`NNC(=S)NC1CCCCCCCCCCC1` – MazF activator: 1

(cont.)
SMILES	Mtb BioA inh	3CLpro inhibitor	Mtb UGM inh	FBA Mtb inh	GDH-TPI counter	MazF activator	Rv3671c inh	DUSP3 inh	BH1578 lux ind	PriA SSB inh
CN(C)S(=O)(=O)c1cccc(NC(=O)c2cccc(S(=O)(=O)N3CCCCCC3)c2)c1	0.9	.	.	6	4	-3	.	.	1.4	0
Cc1cc(OCC(O)CNC(C)c2ccccc2)ccc1C(C)C (centres undefined)	0.1	7	0.8	5	3	8	4	14	-1.1	7
CC(C)CC(C(=O)OCC(=O)c1c(N)n(C)c(=O)n(C)c1=O)N1C(=O)C2CC=CCC2C1=O (centres undefined)	0.1	1	1.6	1	1	7	3	2	1.1	1
CCc1nc(C(N)=O)c2[nH]c(=O)n(-c3ccc(OC)cc3OC)c2n1	-0.5	5	-0.7	2	-6	7	-1	4	-0.3	6
O=C(c1cc2cc(F)ccc2[nH]1)N1CCc2ccccc21	.	0	-1.0	-4	6	0	.	-15	-0.8	1
CCOC(=O)c1ccc(N/C(=N\S(=O)(=O)c2ccc(F)cc2F)c2ccccc2)cc1	.	1	1.9	-1	6	5	-9	21	-0.3	.
Cc1cccc(CCNC(=O)CCS(=O)(=O)c2ccc3nc(C)sc3c2)c1	-1.1	-4	-2.9	1	10	5	-11	6	-0.2	-2
Cc1ccc2c(c1)N(C(C)C(=O)NCc1ccccn1)C(=O)CO2 (centres undefined)	.	-2	-1.5	0	0	1	8	-2	i	3
Cc1sc2ncnc(SCC(=O)N(C)C3CCS(=O)(=O)C3)c2c1C (centres undefined)	.	4	2.8	1	-9	-4	11	11	i	1
O=C(NCCc1cccc(Cl)c1)C1CCC(=O)N(Cc2ccc(Cl)cc2)C1 (centres undefined)	-0.2	-2	0.4	0	0	-4	-9	59*	-0.3	-4
NC(=O)CNc1ncc(C(F)(F)F)cc1Cl	-1.0	1	-3.6	-3	-8	0	-8	9	-0.2	-11
O=C(CSc1nnc(-c2cccs2)n1-c1cccc(Cl)c1)c1cccc2c1OCCO2	0.2	4	0.0	4	0	2	-1	3	7.1	0
CC(OC(=O)C1=Cc2ccccc2OC1)C(=O)NCc1ccco1 (centres undefined)	.	7	1.3	5	9	11	-3	30	-0.5	-2
CC1CCN(c2c([N+](=O)[O-])c(=O)oc3ccccc23)CC1	.	2	0.1	1	4	1	7	8	i	-14
O=C(O)C1C2C=CC(C2)C1C(=O)NCCc1ccccc1 (centres undefined)	-0.4	-6	-0.5	-1	-7	-2	-2	0	-0.4	2

Reprinted at random: 2 compounds from above
SMILES	Mtb BioA inh	3CLpro inhibitor	Mtb UGM inh	FBA Mtb inh	GDH-TPI counter	MazF activator	Rv3671c inh	DUSP3 inh	BH1578 lux ind	PriA SSB inh
O=C(c1cc2cc(F)ccc2[nH]1)N1CCc2ccccc21	.	0	-1.0	-4	6	0	.	-15	-0.8	1
CCc1nc(C(N)=O)c2[nH]c(=O)n(-c3ccc(OC)cc3OC)c2n1	-0.5	5	-0.7	2	-6	7	-1	4	-0.3	6

Some of the entries so far, comma-delimited:
mol,Mtb BioA inh,3CLpro inhibitor,Mtb UGM inh,FBA Mtb inh,GDH-TPI counter,MazF activator,Rv3671c inh,DUSP3 inh,BH1578 lux ind,PriA SSB inh
Cc1ccc2c(c1)N(C(C)C(=O)NCc1ccccn1)C(=O)CO2 (centres undefined),.,-2,-1.5,0,0,1,8,-2,i,3
CC1CC1C(=O)OCC(=O)N(C)c1c(N)n(Cc2ccccc2)c(=O)[nH]c1=O (centres undefined),0.9,.,-2.9,1,-8,4,1,.,-0.9,-7
O=C(c1cc2cc(F)ccc2[nH]1)N1CCc2ccccc21,.,0,-1.0,-4,6,0,.,-15,-0.8,1

(cont.)
SMILES	Mtb BioA inh	3CLpro inhibitor	Mtb UGM inh	FBA Mtb inh	GDH-TPI counter	MazF activator	Rv3671c inh	DUSP3 inh	BH1578 lux ind	PriA SSB inh
CN(Cc1ccccc1)C(=O)C1CCCN1S(=O)(=O)c1ccc2c(c1)n(C)c(=O)c(=O)n2C (centres undefined)	0.3	-5	0.4	1	10	13	-4	12	-2.8	-2
COC(=O)c1c(NC(=O)c2ccc(S(=O)(=O)N3CCOCC3)cc2)sc2c1CCN(C)C2	.	-5	0.6	.	.	-2	3	-18	.	13
Cc1ccc(NS(=O)(=O)c2ccccc2Cl)c2c1CC(C)(C)O2	-0.7	-2	-1.3	-3	-4	1	4	17	-0.2	-18
CCOc1ccc(CCNC(=O)COC(=O)c2ccco2)cc1OCC	7.0	-1	-3.9	-1	-3	6	3	-2	0.9	-8
CCOC(=O)c1c(C)n(-c2ccc(OC)cc2)c2ccc(O)c(CN(C)C)c12	6.0	0	-0.5	-3	12	30	-6	8	-0.4	1
O=C(CC1SC(=Nc2ccccc2)N(Cc2ccccn2)C1=O)Nc1ccc(Br)cc1 (centres undefined)	-2.4	0	1.0	1	-2	-11	-31	10	-0.5	-3
O=C(NCCc1cccnc1)C1CCC(=O)N(Cc2cccc(C(F)(F)F)c2)C1 (centres undefined)	4.3	-3	0.4	0	-8	6	-9	11	i	-7
Cc1cccc(OCC(=O)NC(C)C(=O)N/N=C/c2c(OCc3ccccc3)ccc3ccccc23)c1 (centres undefined)	-11	3	3.3	-2	-5	-10	-38	5	-0.2	.
Cc1ccc(N/N=C(\C#N)C(=O)c2ccsc2)cc1	.	-2	-0.8	-5	11	-2	5	-5	-0.6	.
COc1ccc(-c2nnc(SCC(=O)Nc3ccc(Cl)cc3)n2C)cc1	-2.1	-2	-2.8	-3	6	-36	1	29	-0.1	2
Cc1c(=O)n(OCc2ccccc2)c2ccccc2[n+]1[O-]	0.4	-1	1.0	8	-2	5	-20	6	-1.0	-7
CCCCc1c(C)c(C#N)c2[nH]c3ccccc3n2c1=O	-0.6	5	-1.4	77*	10	2	-7	19	i	-36
COCCNC(=O)Cn1nc(C(F)(F)F)c(Cl)c1C	-1.7	-7	-1.3	2	-1	5	7	6	i	-9
Cc1ccc(C(=O)CC(=O)c2ccccc2)cc1	-3.9	-2	-0.3	2	17	2	2	4	i	-125
CCCS(=O)(=O)N1CCCC(C(=O)NCc2ccc3c(c2)OCO3)C1 (centres undefined)	0.8	-10	2.3	2	8	1	-11	17	-1.0	7
CC/C(=N/OC(=O)c1cccc(C)c1)C(=O)c1cccs1	.	0	0.6	-7	5	-14	8	6	i	.
Cc1nnc2n(c1=O)C(CS(=O)(=O)c1ccc3ccccc3c1)CS2 (centres undefined)	1.4	2	-1.3	-2	-6	-9	-2	-1	-0.4	2
CC1CCC2(CC1)NC(=O)N(NC(=O)CSc1nnc(NC3CC3)s1)C2=O (centres undefined)	0.4	.	-1.2	-1	-3	-3	6	.	i	-5
Cc1cccc(OCC(=O)NNC(=O)C2CCN(c3ncnc4sc(C)c(C)c34)CC2)c1	-1.1	.	0.8	0	7	6	-1	.	i	-12
COc1cc(OC)c(C(=O)OCC(=O)Nc2cc(C)on2)cc1OC	.	0	2.0	2	0	10	6	2	0.4	-8
COc1ccccc1N(C)S(=O)(=O)c1ccc(C(=O)Nc2nnc(C)s2)cc1	-2.4	.	.	1	19	4	.	.	-0.1	-10
Clc1ccc(NN(Cc2ccncc2)c2ccc(Cl)cc2)cc1	-0.7	.	.	-4	-2	-9	.	.	-5.0	.
CCCCN(C)CCCNC(=O)C1CC(=O)N(Cc2ccc(OC)cc2)C1 (centres undefined)	-0.4	0	2.1	0	-6	8	3	7	1.4	-33
Cc1ccc(-n2c(O)c(C=Nc3ccc(S(=O)(=O)N(C)C)cc3)c(=O)[nH]c2=O)cc1	-3.9	1	-4.0	2	15	-3	-7	21	3.2	-2
O=C(CCN1CCC2CCC(C2)C1)c1ccccc1 (centres undefined)	-1.7	.	.	-4	3	13	.	.	4.3	2

Only part of the results is shown; rates above refer to the full screens.
